LYP inhibition = inhibitors of LYP phosphatase, biochemical, fluorescence intensity, uHTS (AID 1779); recombinant LYP phosphatase, fluorescence intensity; higher % means a stronger effect; inhibition, % at 11.5 µM; hits with a dose series show IC50 in µM; 290,000 tested, 0.054% active; in the data active = inhibition above about 50%;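 also: plate controls were vehicle with enzyme for no effect and no enzyme for full effect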
WT yeast gro inh = growth inhibition of WT yeast, mitochondrial fusion screen. mitochondrial fusion phenotypic screen, WT strain. inhibition, % at 10 µM. 190,000 tested, 2.1% active; in the data active = inhibition above about 58%; tested in S. cerevisiae
RSV antiviral HEp-2 = RSV antiviral activity via CPE protection, HEp-2 cells, primary 10 µM value included (AID 2391); one-dose CPE inhibition, % at 10 µM; IC50 in µM for titrated hits; 310,000 tested, 0.13% active; HEp-2 cells, RSV-induced CPE inhibition; higher % means a stronger effect; in the data active = a potency from the dose series; inconclusive = CPE inhibition mostly from about 23% at the one dose, without a potency; inactive = the rest, 99 in 100 with CPE inhibition below about 21%; also: strong numbers were not always called active
GPR35 antagonists = GPR35 antagonists blocking zaprinast-driven arrestin recruitment, primary screen, imaging, U2OS, beta-arrestin-GFP, zaprinast agonist (AID 2058). 290,000 tested, 0.052% active. inhibition, % at 10 µM; hits with a dose series show IC50 in µM. U2OS GPR35 beta-arrestin-GFP translocation imaging, zaprinast antagonism; higher % means a stronger effect;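 active = inhibition of at least 50% with at least 30 cells and total cytoplasm GFP at most 10,000,000; inconclusive = under 30 cells or total GFP of 10,000,000 plus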
NTR1 agonist = agonists of NTR1, primary screen, imaging, U2OS cells, beta-arrestin-GFP, high content (AID 493036) | P30989 | NTR1-U2OS beta-arrestin-GFP spot imaging, agonist mode | activation, % at 20 µM | 330,000 tested, 0.17% active;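 active = activation at or above 40% of the spot to cytoplasm intensity ratio, with at least 20 cells analyzed; inconclusive = wells under 20 cells, flagged as cytotoxic or low count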;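 also: 0% = DMSO without peptide and 100% = 100 nM NTR1 peptide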
Target sequence (P30989 whole entry, looked up): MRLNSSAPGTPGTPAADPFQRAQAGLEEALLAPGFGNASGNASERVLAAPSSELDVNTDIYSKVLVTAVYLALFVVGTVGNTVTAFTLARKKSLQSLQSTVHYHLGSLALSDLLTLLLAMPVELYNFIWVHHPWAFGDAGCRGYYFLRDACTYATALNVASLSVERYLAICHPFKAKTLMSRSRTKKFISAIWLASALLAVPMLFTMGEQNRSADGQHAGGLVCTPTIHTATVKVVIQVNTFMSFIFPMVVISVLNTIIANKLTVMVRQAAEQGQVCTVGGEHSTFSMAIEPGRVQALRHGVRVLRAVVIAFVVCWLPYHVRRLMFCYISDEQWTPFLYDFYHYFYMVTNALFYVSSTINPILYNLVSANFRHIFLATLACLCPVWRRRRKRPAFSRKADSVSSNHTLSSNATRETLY
Autophagy mod = alters autophagy in cells | calls only at 10 µM (by protocol) | MEF GFP-LC3 puncta imaging; test concentration mostly 10 µM | 190,000 tested, 0.98% active;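 active = percentage of spot-positive cells more than 3 SD above its plate mean, without a fluorescence outlier flag or 80% toxicity; inconclusive = no clear call, values can overlap the other calls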;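 also: spot-positive cell cutoff set from DMSO-treated cells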
AID2073 = inhibitors of Mint1-CaV2.2 protein interaction, biochemical, HTRF (AID 2073). HTRF protein-protein interaction, Mint1-CaV2.2; higher % means a stronger effect. one-dose inhibition, % at 20 µM; IC50 in µM for titrated hits. 290,000 tested, 0.19% active; in the data active = inhibition mostly above about 51%, no sharp cut-off; inconclusive = no clear call, values can overlap the other calls; inactive = mostly below about 53%; also: some results filed as inactive read as strong as hits
K1F lysis inhibition = protection from phage-mediated lysis, alamar blue read-out – E. coli UTI89, K1F phage, bacterial capsule biogenesis inhibitors (AID 488966) | 340,000 tested, 0.02% active | one-dose inhibition, % at 100 µM; IC50 in µM for titrated hits | E. coli UTI89 K1F phage lysis, alamar blue, 2 h; higher % means a stronger effect;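 active = phage lysis inhibition, versus mean bacterial control, above a set limit; inconclusive = no clear call, values can overlap the other calls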;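 also: capsule biogenesis inhibitors block K1F phage lysis so surviving cells raise fluorescence; higher fluorescence means more inhibition of phage lysis; actives were called in the ten point dose series up to 300 µM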
Dengue-2 NS5 capping = flavivirus cap methylation enzyme inhibition – biochemical, confirmation dose response, primary screen (AID 588689). Dengue-2 NS5 methyltransferase capping enzyme assay, biochemical; higher % means a stronger effect. 340,000 tested, 0.3% active. one-dose inhibition, % at 25 µM; IC50 in µM for titrated hits; in the data active = a potency from the dose series; inconclusive = inhibition above about 29% without an active follow-up result
WT yeast gro inh mutant strain = further read-out of WT yeast gro inh, marked with its call; inhibition, %; mitochondrial fusion phenotypic screen, mutant strain inhibition
Autophagy mod cell loss 18 h = further read-out of Autophagy mod, marked with its call; toxicity, %; measured here: cell loss, nuclei count;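 cell loss after 18 h compound exposure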
NTR1 agonist cell count 20 µM = second read-out of NTR1 agonist, no call of its own (marks repeat the call); cell count; measured here: cell count, cytotoxicity flag
Starred values were filed as active, the others as inactive; i = inactive; u = inconclusive; x = not tested or not shown; [ ] = dose if it differs, or a comment.

SMILES | LYP inhibition | WT yeast gro inh | WT yeast gro inh mutant strain | RSV antiviral HEp-2 | GPR35 antagonists | NTR1 agonist | NTR1 agonist cell count 20 µM | Autophagy mod | Autophagy mod cell loss 18 h | AID2073 | K1F lysis inhibition | Dengue-2 NS5 capping
CCc1ccc2nc3nc(C)cc(C)c3c(N)c2c1 | -16% | 1 | -1 | -0.6% | 5% | 0.6 | 52 | i | -19 | 25% | -0.9% | -14%
CC(=O)Oc1ccc2c(=O)c(-c3ccccc3)coc2c1 | 0% | 15 | 4 | u | -3% | 0.0 | 56 | i | -5 | 7% | 0.4% | 2%
N#Cc1ccccc1-n1c(N)c(C(=O)N2CCCC2)sc1=S | -2% | 4 | 5 | -1.5% | 14% | 3.2 | 59 | i | 13 | 1% | -0.4% | 6%
Cc1ccc(CC(=O)Nc2ccc(S(=O)(=O)N3CCOCC3)cc2)cc1 | -2% | x | x | 2.8% | -14% | 0.2 | 44 | x | x | 8% | 0.8% | 0%
CC(C)Oc1ccc(C2NC(=O)c3ccccc3O2)cc1 (centres undefined) | -6% | x | x | 1.7% | 10% | 1.6 | 59 | x | x | 3% | 0.0% | -1%
Cc1ccc(COc2ccc(C(=O)NN)cc2)cc1 | -9% | 19 | 22 | 1.3% | 28% | -0.1 | 53 | i | 20 | -1% | 0.2% | -16%
Cc1ccc(OCC(=O)NNC(=O)CSc2ncc(C#N)c(N)n2)cc1 | -8% | -15 | -2 | -0.4% | 2% | -0.7 | 65 | i | 5 | 18% | 2.1% | -10%
CN(C)S(=O)(=O)c1cccc(NC(=O)c2cccc(S(=O)(=O)N3CCc4ccccc43)c2)c1 | x | x | x | 14% | x | -0.9 | 59 | x | x | x | -0.1%[50 µM] | 3%
O=C(CSc1nccn1-c1cccc(Cl)c1)Nc1ccc2c(c1)OCCO2 | -6% | -2 | -10 | 1.0% | 9% | -0.3 | 63 | i | -10 | 22% | 5.2% | -5%
CC(C)Oc1ccc(CC2CCC(=O)N(C)C2=O)cc1 (centres undefined) | -5% | 5 | 2 | 1.7% | -8% | 0.1 | 65 | i | 6 | -3% | 1.6%[50 µM] | 5%
Cc1ccc(-c2nnn(CCC(=O)N3CCCCC3C)n2)cc1 (centres undefined) | -5% | 7 | -18 | 2.2% | -9% | -1.1 | 54 | i | 4 | -1% | 2.6% | 1%
CCN(C(=O)CN1C(=O)S/C(=C\c2cccc(OC)c2)C1=O)C1CCS(=O)(=O)C1 (centres undefined) | -8% | x | x | 2.8% | -12% | 0.1 | 67 | x | x | 13% | 0.3% | 5%
C/C(=N\Nc1nc2ccccc2[nH]1)c1ccc2c(c1)OCCO2 | 0% | 15 | 40 | 13% | -6% | 0.6 | 54 | i | -17 | -10% | 1.3% | -6%
COCCCn1c(SCC(=O)n2c(C)c(C)c3ccccc32)nnc1-c1ccoc1C | 2% | 25 | 3 | 0.5% | -5% | 0.5 | 52 | i | -5 | -10% | 2.4% | 1%
COCCCNC(=O)C1CCN(C(=O)c2oc3cc4sc(N(C)C)nc4cc3c2C)CC1 | -8% | x | x | 1.4% | -10% | -1.1 | 65 | x | x | u | -0.1% | -2%
CCC(=O)Nc1nnc(S(=O)(=O)N(C)Cc2ccco2)s1 | -7% | x | x | 1.1% | 14% | -1.0 | 71 | x | x | 3% | 0.3% | -7%
COc1ccccc1-c1nnc(SCC(=O)N2CCC(C)CC2)o1 | 1% | 20 | 19 | 1.2% | 6% | 0.0 | 44 | i | -6 | -6% | 0.2% | x
CC(=O)Nc1ccc(S(=O)(=O)N2CCN(CC(=O)N3CCOCC3)CC2)cc1 | -1% | x | x | -0.1% | -23% | 1.0 | 35 | x | x | 11% | x | x
CCOc1cc(C(=O)NC(C)CC)cc(OCC)c1OCC (centres undefined) | -9% | 5 | 0 | 0.4% | 7% | 0.1 | 39 | i | 0 | 0% | -0.4% | 1%
COc1ccc(Cl)cc1S(=O)(=O)N1CCC(C(=O)NC2CCCC2)CC1 | -1% | x | x | 1.2% | -9% | 1.1 | 44 | x | x | 14% | -0.1%[50 µM] | -3%
CN=C1S/C(=C\c2ccc(OCC(=O)OC)c(OC)c2)C(=O)N1C | -3% | x | x | 0.4% | -2% | 1.5 | 63 | x | x | 0% | -0.5% | -2%
CCOc1cc(-c2noc(CCC(=O)NCCc3ccccc3)n2)ccc1OC | -10% | x | x | 2.0% | -4% | 1.4 | 63 | x | x | 0% | 0.2% | -1%
COC(=O)c1c(-c2ccc3ccccc3c2)csc1NC(=O)Cc1ccc(OC)c(OC)c1 | -3% | -2 | 5 | 9.3% | 12% | 1.0 | 54 | i | 14 | 3% | 1.7% | x
CCc1ccc(C(=O)N2CCN(c3ccc(NC(=O)c4ccco4)cc3)CC2)cc1 | -7% | x | x | u | 5% | -0.8 | 42 | x | x | -1% | 0.1% | -1%
C=C1CCN(C(CC(C)C)C(=O)OC)S(=O)(=O)c2ccccc21 (centres undefined) | -6% | x | x | 0.9% | -10% | 0.6 | 62 | x | x | 6% | -0.8% | -4%
(more compounds)
SMILES | LYP inhibition | WT yeast gro inh | WT yeast gro inh mutant strain | RSV antiviral HEp-2 | GPR35 antagonists | NTR1 agonist | NTR1 agonist cell count 20 µM | Autophagy mod | Autophagy mod cell loss 18 h | AID2073 | K1F lysis inhibition | Dengue-2 NS5 capping
CC(C)(C)C(=O)Nc1ccccc1C(=O)NCc1ccco1 | -10% | 7 | -1 | 0.0% | 8% | 0.3 | 31 | i | -7 | 9% | -0.1% | 8%
CCN1CCc2c(sc(N)c2C#N)C1 | -4% | x | x | -0.5% | 9% | -0.4 | 47 | i | -7 | -14% | 0.7% | 19%
O=C(CCNS(=O)(=O)c1cccs1)N1CCN(c2cccc(C(F)(F)F)c2)CC1 | x | x | x | 0.3% | x | 2.7 | 59 | x | x | x | 0.6%[50 µM] | -2%
CSCc1ccc(C(=O)NCc2ccccc2)cc1 | -1% | -5 | -20 | 1.2% | 5% | 3.3 | 52 | i | 6 | 1% | 0.8%[50 µM] | -3%
Cc1cccc(OCC(=O)NCC(=O)N/N=C/c2cccs2)c1 | 1% | -12 | -12 | 0.4% | 12% | 2.7 | 64 | i | 11 | 0% | 0.7% | -2%
COc1cc(C(=O)NCCC(=O)NC2CCCCCCC2)cc(OC)c1OC | -4% | 22 | -6 | -1.7% | 11% | -0.2 | 49 | i | 15 | -4% | 1.9% | -6%
CCc1sc(C(=O)Nc2ccc(F)cc2C)cc1C | -3% | 25 | -7 | 1.7% | 12% | -0.7 | 55 | i | 14 | 1% | 11% | 1%
CCC(C)c1ccc(NC(=O)C2CCN(c3ccc(C(F)(F)F)cn3)CC2)cc1 (centres undefined) | -1% | -8 | 11 | 1.3% | 6% | -0.7 | 39 | i | -4 | 7% | 0.8% | 2%
CCOc1ccc(N2C(=O)Nc3ccccc3C2(O)C(=O)NCc2ccc3c(c2)OCO3)cc1 (centres undefined) | -3% | 8 | 8 | 1.1% | 12% | -1.8 | 80 | i | 7 | 2% | 0.6% | 2%
Nc1c(-c2ccccc2)c(CSc2nc3ccccc3[nH]2)nn1-c1cccc(C(=O)O)c1 | 0% | -6 | 7 | 3.3% | -6% | 1.7 | 90 | i | -4 | 16% | -0.1% | -4%
CCc1nnc(NC(=O)CSc2nnc(-c3ccoc3C)n2-c2cccc(C)c2)s1 | 1% | -8 | -2 | 0.8% | -2% | -0.2 | 64 | i | -7 | -12% | 1.4% | -3%
CCCn1c(SCC(=O)Nc2c(C)cccc2C)nnc1C(C)C | -6% | -22 | -15 | 1.4% | -2% | -0.7 | 41 | i | 2 | 4% | -1.9% | -2%
CC(=O)c1c(N2CCN(c3ccccc3)CC2)nc(=S)n(-c2ccccc2)c1C | 1% | -2 | 4 | 0.5% | 8% | 1.1 | 51 | i | 10 | 3% | 0.7% | -16%
Cc1cc(Cl)ccc1NC(=S)NCCCN1CCCC1=O | -7% | -15 | -15 | -0.1% | -10% | -1.3 | 85 | i | -3 | -26% | 0.1% | -1%
COC(=O)c1cn(C(=O)c2cc(OC)c(OC)c(OC)c2)c2ccccc12 | -3% | x | x | -1.3% | 2% | -0.5 | 51 | x | x | -4% | -0.2% | -4%
Fc1ccc(Nc2nnc(C(F)(F)F)s2)cc1Cl | -2% | x | x | x | -6% | 6.5 | 48 | x | x | 11% | u | 2%
Cc1cc(/N=C/C=C2\N(C)c3ccccc3C2(C)C)n(CCC#N)n1 | -6% | 2 | -10 | 3.2% | 7% | -0.3 | 39 | i | 8 | 0% | 3.6%[50 µM] | -7%
Cc1cc(C(=O)CSc2n[nH]c(N)n2)c(C)n1-c1cc(F)ccc1F | 2% | -11 | -13 | 2.1% | 0% | -1.7 | 63 | i | 11 | -22% | 0.9% | -4%
COc1ccc([N+](=O)[O-])cc1NC(=O)CSc1nncn1-c1ccccc1 | 1% | -2 | -3 | 2.7% | 5% | 2.4 | 82 | i | 10 | 14% | 0.0% | 1%
Cc1sc2c(c1C)c(=O)n(-c1ccccc1)c1nnc(C)n21 | 2% | -5 | -24 | -1.1% | 10% | -0.2 | 50 | i | 5 | 15% | 7.9% | -2%
COc1nc(-c2ccccc2)cc(-c2ccccc2)n1 | 0% | 1 | -21 | 5.6% | 2% | 4.2 | 48 | i | 19 | -3% | 0.0% | x
O=C(COc1ccc(Cl)cc1)NCc1n[nH]c(=O)c2ccccc12 | x | x | x | 0.1% | x | -0.5 | 55 | x | x | x | 0.8%[50 µM] | 0%
CCOC(=O)N1CCN(C2=C(NS(=O)(=O)c3ccccc3)C(=O)c3ccccc3C2=O)CC1 | 0% | x | x | -2.0% | 10% | 1.8 | 67 | x | x | -3% | -0.4% | -1%
COc1ccccc1-n1nnnc1SCC(=O)NC1CCCC1 | 4% | -23 | 2 | 2.7% | -16% | 0.1 | 50 | i | 6 | 18% | -0.1% | 2%
CCN1CCN(c2ccc(S(=O)(=O)N3CCCC3)cn2)CC1 | -1% | -7 | 19 | 0.6% | 16% | 1.0 | 62 | i | 7 | -4% | 0.2% | -5%
Cc1ccc(/C=C/C(=O)O)cc1S(=O)(=O)NCCCC(=O)O | -7% | -7 | -2 | -0.4% | 18% | -0.1 | 54 | i | 7 | 17% | 0.1% | x

Limited to K1F lysis inhibition, Autophagy mod cell loss 18 h and NTR1 agonist (2 entries from above):
canonical_smiles	K1F lysis inhibition	Autophagy mod cell loss 18 h	NTR1 agonist
CCN1CCc2c(sc(N)c2C#N)C1	0.7%	-7	-0.4
CCc1nnc(NC(=O)CSc2nnc(-c3ccoc3C)n2-c2cccc(C)c2)s1	1.4%	-7	-0.2

Source: PubChem
